Source: PubChem (several laboratories)
KKLEB cytotox = reduces viability of KKLEB cystic fibrosis airway cells | KKLEB CF airway cells viability, ATPlite luminescence, overnight; hits give low values; cells stimulated with P. aeruginosa culture filtrate | activity change (cytotoxicity), % at 5 µM | 360,000 compounds, 0.36% hits | AID 602141;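 active = corrected activity change at or below -50% at 5 µM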
HIF-2a inh = inhibitors of HIF-2a. 786-0 RCC cells HIF-2a reporter, luciferase luminescence, overnight. inhibition, % at 18.8 µM. 360,000 compounds, 0.72% hits. AID 624352;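 active = inhibition of the luminescence signal of 40% or more relative to plate controls, in a single-dose primary screen at 18.75 µM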
NR2E3 ag-1 = agonists of human NR2E3 nuclear receptor; CHO-S Gal4-NCOR/VP16-NR2E3 two-hybrid, luciferase; inhibition of corepressor binding, % at 3.98 µM; 360,000 compounds, 0.35% hits; AID 602229;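 active = inhibition above the mean of all tested compounds plus 3 SD, cut at about 70% in these data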;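 also: 0% = DMSO with NR2E3 transfected cells and 100% = cells lacking NR2E3 construct; higher means lower luciferase signal from less NR2E3 corepressor binding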
Target sequence (Q9Y5X4 whole entry, looked up, the tested form may be a part): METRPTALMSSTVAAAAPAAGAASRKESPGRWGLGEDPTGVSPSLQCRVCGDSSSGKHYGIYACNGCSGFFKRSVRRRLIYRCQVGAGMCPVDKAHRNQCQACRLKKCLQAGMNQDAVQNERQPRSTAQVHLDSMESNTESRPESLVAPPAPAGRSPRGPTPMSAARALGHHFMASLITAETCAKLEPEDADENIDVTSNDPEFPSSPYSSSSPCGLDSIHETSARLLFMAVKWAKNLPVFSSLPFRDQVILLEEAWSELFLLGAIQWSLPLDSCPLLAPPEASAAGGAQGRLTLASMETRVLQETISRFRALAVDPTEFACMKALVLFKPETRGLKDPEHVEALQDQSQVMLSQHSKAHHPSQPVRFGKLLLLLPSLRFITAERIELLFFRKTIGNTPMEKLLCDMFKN
TRPM1 prom inh = inhibitors of MITF-driven TRPM1 promoter in melanoma cells | inhibition, % at 12.5 µM | SK-MEL-5 TRPM1 promoter luciferase, 24 h | 330,000 compounds, 0.83% hits;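 active = mean inhibition across replicates of 60% or more, whatever share of single replicates reaches that level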; also: values of inactives mirror those of a sister screen read the other way
TWEAK-Fn14 inh = inhibitors of TWEAK-Fn14 interaction signaling. TWEAK-stimulated Fn14 reporter cells, luciferase luminescence, 8 h. inhibition, % at 10 µM. 360,000 compounds, 2% hits. AID 1159606; in the data active = inhibition above about 50%
Shn3 inh set2 = Schnurri-3 reporter inhibition in Clone20 osteoblasts; Clone20 osteoblast Shn3 3'UTR firefly luciferase, 24 h; inhibition, % at 12.5 µM; 360,000 compounds, 0.52% hits; AID 588674;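 active = mean inhibition of at least 75% with every replicate also reaching 75%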;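 also: 0% = median of neutral control wells and 100% = pilot-screen positive control compound; some compounds past the cut are filed as inactive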
CF NFkB inh = cystic fibrosis NF-kB activation inhibition. KKLEB NF-kB-GFP reporter, PAF-induced, GFP fluorescence overnight. inhibition, % at 5 µM. 360,000 compounds, 0.86% hits;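 active = at least 50% inhibition at 5 µM, scaled per plate between neutral and stimulator controls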;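 also: PAF is a Pseudomonas aeruginosa culture filtrate used as stimulus; plate controls were PAF-stimulated DMSO wells for no effect and unstimulated DMSO wells for full effect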
NR2E3 ag-2 = NR2E3 (human) agonism; inhibition of corepressor binding, % at 4.78 µM; AID 2300; 320,000 compounds, 0.12% hits; Q9Y5X4; GST-NR2E3/biotin-RetCOR TR-FRET, 1536-well;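 active = percent inhibition above the cutoff of mean plus 3 SD of all tested compounds, set per screening campaign, cut at about 20% in these data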;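 also: 0% = DMSO wells and 100% = biotin wells as full block of FRET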
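Material: NR2E3–RetCOR corepressor complex | Quantity: 1.35 nM GST-tagged NR2E3 final | Schedule: 5 h at 4 °C | Replication: Singlicate compound wells | Reagent: RetCOR corepressor, biotinylated, 7 nM | Controls: Biotin wells as high control, 0.6% DMSO wells as low control | Signal: TR-FRET, Eu(K)-anti-GST donor, streptavidin-D2 acceptor, ex 340, em 617/671 nm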
Peg3 prom inh = Peg3 promoter activity inhibition | HeLa PEG-Prom luciferase reporter, luminescence, overnight | inhibition, % at 20 µM | 360,000 compounds, 1.7% hits;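 active = inhibition of at least 50% at 20 µM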
aDG glyco up = increases alpha dystroglycan glycosylation; Pro5-aDG cells, alpha-DG glycosylation AlphaScreen (IIH6); 0% Pro5, 100% B10-LARGE cell signal; activation, % at 10 µM; 360,000 compounds, 0.22% hits;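 active = activation of at least 8% versus controls, or a plate z-score of at least 8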;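 also: Pro5 are CHO cells carrying HIG-tagged alpha-DG that lacks glycosylation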
iPSC survival up = enhancers of human iPSC single-cell survival | survival enhancement, % at 20 µM | 360,000 compounds, 0.044% hits | hiPSC single-cell survival, ATPlite luminescence; 100% = ROCK inhibitor wells, 0% = DMSO; in the data active = survival enhancement above about 18%;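 also: cells exposed to compounds for 16 hours before the ATP read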
An asterisk follows results filed as active; · = no result given. No enrichment for hits; about 4.4% have a hit in one of these screens.

SMILES	KKLEB cytotox	HIF-2a inh	NR2E3 ag-1	TRPM1 prom inh	TWEAK-Fn14 inh	Shn3 inh set2	CF NFkB inh	NR2E3 ag-2	Peg3 prom inh	aDG glyco up	iPSC survival up
O=C(CCNc1ccc(Cl)c(C(F)(F)F)c1)c1ccco1	-4	-27	-30	-3	4	3	-4	-1	-71	0.7	-2.0
Clc1ccccc1-c1nc2ccccc2[nH]1	-10	-322	-168	-66	-27	·	-4	-4	-291	-0.1	-0.5
CC(C)(C)C1(C)OC(C(N)=O)C(C(N)=O)O1 (stereo not given)	3	15	2	-1	1	3	-14	-1	6	-0.1	-2.8
CCOCCc1nnc(NC(=O)CCc2ccccc2)s1	-5	15	-19	-1	7	14	5	0	9	-0.1	-0.3
CCCS(=O)(=O)NC(=O)C1(C)CCCN(C(=O)c2ccc(C#N)cc2)C1 (stereo not given)	-5	14	6	·	19	5	-1	·	-7	-0.2	-0.8
Cc1cc2n(n1)SC(Nc1ccc(F)cc1)N2 (stereo not given)	-4	-52	-16	-23	3	-16	12	3	-34	0.1	-0.1
CC(C)CNc1ncnc2c1ncn2[C@H]1CN(Cc2ccc3c(c2)OCO3)C[C@@H](CO)O1	6	14	2	·	23	4	1	·	-2	-0.2	1.3
COc1ccc(CN2C[C@@H](CO)O[C@@H](n3cnc4c(NCc5ccncc5)ncnc43)C2)cc1	-25	-9	-8	·	-38	-14	10	·	-10	0.2	-1.9
CC1CC2=C(NC(=S)NC2c2cccc(F)c2)/C(=C/c2cccc(F)c2)C1 (stereo not given)	14	19	3	15	-6	8	-2	·	16	0.7	-1.1
c1ccc(Nc2ccc3c4c(cccc24)CC3)cc1	-4	-11	-6	12	8	-9	-15	3	12	0.5	-1.5
Cn1c(=O)c2[nH]c(NN=Cc3cccc(Br)c3)nc2n(C)c1=O	1	-10	-1	-2	41	4	-7	·	38	-0.2	0.0
Cc1cc(Cc2cc(C)c(N)cc2C)c(C)cc1N	10	18	9	10	-12	-9	-5	-5	-15	-0.1	-0.2
CC1CCC/C(=C\c2ccc(O)cc2)C1=O (stereo not given)	2	-13	-10	-37	-14	-42	6	-4	-36	-0.1	-0.8
CC(=O)OCC1OC(n2ccc3ccccc32)C(OC(C)=O)C(OC(C)=O)C1OC(C)=O (stereo not given)	10	6	-34	5	-2	12	2	1	8	0.3	5.1
Cc1cc(C)n(C(=O)CCC2COc3ccccc3O2)n1 (stereo not given)	-3	-34	8	-23	9	1	9	0	-31	0.1	10
O=C(N/N=C/c1cccc(Oc2ccccc2)c1)c1ccc(O)cc1O	-20	-35	-9	5	-16	-7	-1	·	-36	-0.2	-0.4
CCN1C[C@@H]2[C@@H]3C(=O)N(C)C(=O)[C@@H]3[C@](Cc3ccccc3)(C1=O)N2C(=O)c1ccc(C)cc1	4	7	7	-16	-3	5	-16	·	4	0.2	-1.2
CC(=O)c1ccc(OC(C)c2nc3ccccc3s2)cc1 (stereo not given)	14	-188	-74	-31	-2	-50	-8	-1	-223	0.1	1.4
CCCCN(C)CCCNC(=O)CN1N=C(c2ccc(Cl)cc2)CCC1=O	0	17	9	3	12	3	-3	6	0	-0.1	-0.6
CCC(=O)NC(=S)Nc1ccc(-c2nc3ccc(C)cc3s2)cc1	12	-223	-77	-108	-41	-79	12	3	-345	0.1	-1.9
Brc1ccc(-c2noc(-c3ccccn3)n2)o1	6	-144	-198	-22	43	-41	-11	2	-113	-0.1	-0.1
Cc1ccc2ccc3cccnc3c2n1	2	-96	67	17	6	59	-38	1	-29	3.6*	-0.4
O=c1cc(N2CCc3ccccc3C2)[nH]c(=O)n1C1CCCCC1	4	13	6	-3	30	17	-8	0	-3	0.7	1.6
O=C(NC1CCCCC1)C1CCN(S(=O)(=O)N2CCCCCC2)CC1	-1	17	26	12	-18	6	3	0	11	-0.1	1.8
CCC(=O)NC(Nc1nc2ccc(C)cc2s1)(C(=O)OC)C(F)(F)F (stereo not given)	10	21	-14	-3	7	11	-2	2	32	-0.1	2.0
NNC(=S)Nc1ccc(C(F)(F)F)cc1Cl	-2	-6	-11	2	-14	8	0	-1	18	-0.1	0.7
CSc1nc2ccc(NC(=O)c3cccs3)cc2s1	3	-304	-66	-91	-43	-37	-26	·	-416	0.4	-4.5
Cc1ccc(C2=Nc3c(ccc4ccccc34)C(c3ccncc3)=NN2)cc1	0	22	-11	31	15	5	-21	·	10	-0.5	-1.3
CSc1ccccc1OCc1cc(C(=O)N2C[C@H]3CC[C@H]2C3)no1	1	-227	-76	-91	-72	-65	-1	-4	-248	0.5	-0.7
O=C(NCc1ccc(F)cc1)c1cc(-c2ccccn2)nc2ccc(S(=O)(=O)N3CCOCC3)cc12	-21	10	-29	·	-6	-7	35	·	31	0.1	-2.7

For reference, part of the list above.
SMILES	KKLEB cytotox	HIF-2a inh	NR2E3 ag-1	TRPM1 prom inh	TWEAK-Fn14 inh	Shn3 inh set2	CF NFkB inh	NR2E3 ag-2	Peg3 prom inh	aDG glyco up	iPSC survival up
CCCCN(C)CCCNC(=O)CN1N=C(c2ccc(Cl)cc2)CCC1=O	0	17	9	3	12	3	-3	6	0	-0.1	-0.6
CCC(=O)NC(=S)Nc1ccc(-c2nc3ccc(C)cc3s2)cc1	12	-223	-77	-108	-41	-79	12	3	-345	0.1	-1.9
Brc1ccc(-c2noc(-c3ccccn3)n2)o1	6	-144	-198	-22	43	-41	-11	2	-113	-0.1	-0.1
Cc1ccc2ccc3cccnc3c2n1	2	-96	67	17	6	59	-38	1	-29	3.6*	-0.4
O=c1cc(N2CCc3ccccc3C2)[nH]c(=O)n1C1CCCCC1	4	13	6	-3	30	17	-8	0	-3	0.7	1.6
O=C(NC1CCCCC1)C1CCN(S(=O)(=O)N2CCCCCC2)CC1	-1	17	26	12	-18	6	3	0	11	-0.1	1.8
CCC(=O)NC(Nc1nc2ccc(C)cc2s1)(C(=O)OC)C(F)(F)F (stereo not given)	10	21	-14	-3	7	11	-2	2	32	-0.1	2.0
NNC(=S)Nc1ccc(C(F)(F)F)cc1Cl	-2	-6	-11	2	-14	8	0	-1	18	-0.1	0.7
CSc1nc2ccc(NC(=O)c3cccs3)cc2s1	3	-304	-66	-91	-43	-37	-26	·	-416	0.4	-4.5
Cc1ccc(C2=Nc3c(ccc4ccccc34)C(c3ccncc3)=NN2)cc1	0	22	-11	31	15	5	-21	·	10	-0.5	-1.3

The results go on:
SMILES	KKLEB cytotox	HIF-2a inh	NR2E3 ag-1	TRPM1 prom inh	TWEAK-Fn14 inh	Shn3 inh set2	CF NFkB inh	NR2E3 ag-2	Peg3 prom inh	aDG glyco up	iPSC survival up
Cc1ccc(NS(=O)(=O)c2ccc(NC(=O)C(C)Sc3ccc(Cl)cc3)cc2)c(C)c1 (stereo not given)	17	21	-3	11	43	37	-3	2	25	3.0	-0.1
O=C(c1ccc(Cl)cc1)C1CCCN(C(=O)/C=C/c2ccccn2)C1 (stereo not given)	5	3	-16	3	-8	0	2	-3	3	0.1	-0.4
O=C(Nc1ccc(N2CCCC2)cc1)c1cc(Cl)ccc1Cl	-4	14	4	-7	-3	25	10	-6	8	-0.4	0.0
CCOCCn1c(C(C)O)nc2ccccc21 (stereo not given)	3	-10	7	4	6	-6	-2	-2	11	-0.1	-2.3
Cc1ccc(C(C(=O)NCC2CCCO2)N(C(=O)c2snc(C(N)=O)c2N)c2ccc(C(C)C)cc2)o1 (stereo not given)	0	-68	-4	6	7	11	15	1	-3	0.0	-0.6
CCCOc1ccc(Cc2c(Cl)nc(SC)nc2NC)cc1	4	1	92*	10	42	82	-13	3	5	5.9	0.9
Cn1ncc(Br)c1NC(=O)c1ccco1	0	22	-3	9	-14	5	7	0	-10	0.0	-0.4
Cc1nc(-c2cccc(S(=O)(=O)N3CCCCCC3)c2)cs1	-1	18	-14	-2	4	4	-11	2	12	0.0	-1.8
Cc1ccc(NC2(C#N)CCCC2)cc1	1	1	7	-12	-4	-7	18	·	-6	0.0	-1.7
CN1C(=O)C(=O)N(CC(=O)Nc2ccccc2OC(F)F)C1=O	2	0	-1	-5	3	-5	-21	4	14	0.2	1.0
O=C1C2CC=CCC2C(=O)N1c1n[nH]c(CCc2ccccc2)n1 (stereo not given)	-3	0	17	4	-6	-7	-1	3	10	0.2	-1.8
O=S(=O)(c1ccccc1)n1ccc(-c2cnc(-c3ccccc3)s2)n1	9	-281	-66	-89	5	-25	-25	-1	-211	-0.1	-1.9
CC(=O)NCCc1nc2ccccc2n1CCOc1cccc(C)c1	-9	-3	-3	-7	-10	6	-14	4	11	0.1	1.3
CCOC(=O)C1=CCN(S(=O)(=O)c2ccc(F)cc2)C1c1ccccc1 (stereo not given)	-20	13	18	·	5	9	-21	·	25	-0.4	1.0
COc1cccc(NC(=O)CCP(C)(=O)O)c1	-11	6	8	-3	3	-24	19	2	4	-0.1	-2.1
CC1(C(=O)NCc2ccco2)Cc2c(-c3cccc(C(F)(F)F)c3)ccnc2O1 (stereo not given)	-5	21	2	·	15	17	23	·	19	-0.1	-1.6
COc1c2ccccc2nc2ccccc12	-5	-5	-5	9	-4	12	-22	-2	-19	0.3	-0.5
O=C(NC1CCCCC1)C(=O)c1c(-c2ccccc2)[nH]c2ccccc12	-2	15	-26	·	-8	-12	14	2	1	1.0	-2.0
CCS(=O)(=O)c1nc(S(=O)(=O)c2ccc(C)cc2)c(N2CC(C)OC(C)C2)s1 (stereo not given)	1	8	-24	40	2	-12	7	-1	-1	-0.1	1.0
CCN(CC)CCCNC(=O)c1cn(CC)c2ccc(S(=O)(=O)N(C)C3CCCCC3)cc2c1=O	0	14	5	-13	6	8	-11	0	7	0.0	0.0
CC(C)C(NC(=O)c1ccccc1NC(=O)c1ccco1)C(=O)O (stereo not given)	-2	10	9	-3	-7	-2	2	-3	7	-0.1	0.1
CN(C1CCCCC1)S(=O)(=O)c1ccc2c(c1)CCC(=O)N2	-7	4	-21	-10	17	7	-20	·	6	-0.2	-0.5
O=C(CSc1ccc(-c2ccc(F)cc2)nn1)N1CCN(c2ccccc2)CC1	-18	17	5	7	-1	20	-5	3	15	0.1	-1.3
